Bioassay records as filed in PubChem.
iPSC survival up: hiPSC single-cell survival enhancement; ATPlite luminescence; 100% = ROCK inhibitor wells, 0% = DMSO; survival enhancement, % at 20 µM; 360,000 tested, 0.044% active; AID 602274; in the data active = survival enhancement above about 18%;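 note: cells exposed to compounds for 16 hours before the ATP read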
Shn3 inh set2: inhibitors of Schnurri-3 3'UTR reporter in osteoblasts | Clone20 osteoblast Shn3 3'UTR firefly luciferase, 24 h | AID 588674 | 360,000 tested, 0.52% active | inhibition, % at 12.5 µM;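 active = mean inhibition of at least 75% with every replicate also reaching 75%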;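 note: 0% = median of neutral control wells and 100% = pilot-screen positive control compound; some compounds past the cut are filed as inactive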
NR2E3 ag-1: agonists of human NR2E3 nuclear receptor; AID 602229; inhibition of corepressor binding, % at 3.98 µM; Q9Y5X4; 360,000 tested, 0.35% active; CHO-S Gal4-NCOR/VP16-NR2E3 two-hybrid, luciferase;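 active = inhibition above the mean of all tested compounds plus 3 SD, cut at about 70% in these data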;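 note: 0% = DMSO with NR2E3 transfected cells and 100% = cells lacking NR2E3 construct; higher means lower luciferase signal from less NR2E3 corepressor binding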
Peg3 promoter: reduces Peg3 promoter-driven luciferase expression in HeLa; HeLa PEG-Prom luciferase reporter, luminescence, overnight; inhibition, % at 20 µM; 360,000 tested, 1.7% active;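 active = inhibition of at least 50% at 20 µM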
TRPM1 prom inh: MITF TRPM1 promoter inhibition in SK-MEL-5 cells. SK-MEL-5 TRPM1 promoter luciferase, 24 h. inhibition, % at 12.5 µM. 330,000 tested, 0.83% active;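 active = mean inhibition across replicates of 60% or more, whatever share of single replicates reaches that level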; note: values of inactives mirror those of a sister screen read the other way
m5-HT2A agonist: mouse HTR2A agonism via beta-arrestin recruitment | CHO-K1 mHTR2A beta-arrestin complementation, luminescence; percent of 30 µM serotonin response | activation, % at 7.6 µM | P35363 | 360,000 tested, 0.66% active | AID 624169;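 active = activation above a run cutoff, the mean activation of all tested compounds plus 3 SD, cut at about 14% in these data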;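 note: 0% = plate median of compound wells and 100% = 30 µM serotonin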
Target sequence (P35363 whole entry, looked up): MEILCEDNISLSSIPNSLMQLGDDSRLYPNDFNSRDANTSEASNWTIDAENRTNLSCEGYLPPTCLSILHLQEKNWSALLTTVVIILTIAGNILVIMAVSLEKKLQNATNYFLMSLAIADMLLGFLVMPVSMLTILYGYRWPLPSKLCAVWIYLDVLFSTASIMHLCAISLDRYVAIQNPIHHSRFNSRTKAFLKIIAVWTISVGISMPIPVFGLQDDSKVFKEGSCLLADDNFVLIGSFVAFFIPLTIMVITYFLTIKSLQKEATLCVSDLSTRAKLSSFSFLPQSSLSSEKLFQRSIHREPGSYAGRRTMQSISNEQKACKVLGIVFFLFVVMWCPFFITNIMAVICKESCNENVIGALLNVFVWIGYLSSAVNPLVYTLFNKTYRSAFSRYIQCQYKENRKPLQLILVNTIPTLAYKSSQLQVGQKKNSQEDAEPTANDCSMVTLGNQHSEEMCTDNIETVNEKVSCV
HIF-2a block: HIF-2a inhibition; inhibition, % at 18.8 µM; AID 624352; 360,000 tested, 0.72% active; 786-0 RCC cells HIF-2a reporter, luciferase luminescence, overnight;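 active = inhibition of the luminescence signal of 40% or more relative to plate controls, in a single-dose primary screen at 18.75 µM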
CaV13 FRET inh: Primary screen for inhibitors of IQ motif and Ca2+-dependent inactivation inhibitor domain binding in CACNA1D, Förster resonance energy transfer in living cells, …; HEK cells, CFP/YFP FRET ICDI-IQ, plate reader, 10 min; percent FRET-ratio fall versus neutral wells; inhibition, % at 12.3 µM; 340,000 tested, 0.098% active;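 active = mean replicate inhibition of at least 30% and at least 1% of replicates passing that level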;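 note: 0% = median of the neutral control wells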
H9c2 protect: myocardial damage modulation in H9c2 cells; H9c2 cardiomyocytes, H2O2 injury protection, ATPLite, 2 h; protection from H2O2 cell death, % at 20 µM; 360,000 tested, 0.63% active; AID 588492;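 active = compounds giving at least 50% protection of heart cells from peroxide-induced death in the single-dose screen, raw or plate-pattern-corrected value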;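 note: 0% = DMSO wells with peroxide and 100% = DMSO wells without peroxide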
NR2E3 ag-2: agonists of human nuclear receptor NR2E3; AID 2300; 320,000 tested, 0.12% active; inhibition of corepressor binding, % at 4.78 µM; GST-NR2E3/biotin-RetCOR TR-FRET, 1536-well;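 active = percent inhibition above the cutoff of mean plus 3 SD of all tested compounds, set per screening campaign, cut at about 20% in these data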;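 note: 0% = DMSO wells and 100% = biotin wells as full block of FRET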
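system = GST-tagged NR2E3 plus biotinylated RetCOR corepressor | input = 1.35 nM GST-NR2E3 | also added = 7 nM biotin-RetCOR | schedule = 5 h incubation at 4 °C | measured by = TR-FRET with europium anti-GST and streptavidin-D2, 340 nm excitation | read-out = percent loss of FRET ratio relative to control wells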
PDI inh: PDI (human) enzyme inhibition | AID 588391 | 350,000 tested, 0.052% active | inhibition, % at 10 µM | PDI insulin aggregation turbidity, A650, 90 min | P07237;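 active = mean inhibition across replicates of 30% or more, whatever share of single replicates reach that level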;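 note: absorbance from insulin aggregation driven by PDI reduction with DTT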
Target sequence (P07237 whole entry, looked up): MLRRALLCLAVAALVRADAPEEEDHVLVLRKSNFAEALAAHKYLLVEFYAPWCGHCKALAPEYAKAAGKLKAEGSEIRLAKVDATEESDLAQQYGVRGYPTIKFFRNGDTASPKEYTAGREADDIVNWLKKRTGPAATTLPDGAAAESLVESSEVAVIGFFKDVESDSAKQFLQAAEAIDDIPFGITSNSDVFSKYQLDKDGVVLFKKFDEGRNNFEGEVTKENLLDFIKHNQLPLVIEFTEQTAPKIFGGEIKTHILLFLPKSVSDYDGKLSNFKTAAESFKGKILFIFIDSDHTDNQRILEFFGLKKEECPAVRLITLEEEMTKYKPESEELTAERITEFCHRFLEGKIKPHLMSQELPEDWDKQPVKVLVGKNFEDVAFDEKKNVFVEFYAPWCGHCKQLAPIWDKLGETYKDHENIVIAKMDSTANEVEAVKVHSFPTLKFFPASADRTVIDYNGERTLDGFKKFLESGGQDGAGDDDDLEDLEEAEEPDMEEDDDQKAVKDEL
* hit, by the source's call.

`O=C(CN1C(=O)/C(=C/c2ccc(Cl)cc2)SC1=S)NC1C=CS(=O)(=O)C1` (configuration not stated) gave iPSC survival up -0.4, Shn3 inh set2 23, NR2E3 ag-1 9, Peg3 promoter -32, TRPM1 prom inh 8, m5-HT2A agonist 15*, HIF-2a block -2, CaV13 FRET inh -5, H9c2 protect -7, NR2E3 ag-2 2 and PDI inh 0.
Screening Cc1ccccc1NC(=O)CC1SC(=O)N(c2ccccc2)C1=O (configuration not stated) returned iPSC survival up 2.1, Shn3 inh set2 -5, NR2E3 ag-1 -42, Peg3 promoter -10, TRPM1 prom inh 1, m5-HT2A agonist -7, HIF-2a block 13, CaV13 FRET inh -4, H9c2 protect 10, NR2E3 ag-2 2 and PDI inh 1.
For Cc1nn(Cc2c(F)c(F)c(F)c(F)c2F)c(C)c1NC(=O)c1c([N+](=O)[O-])cnn1C the results were iPSC survival up -4.0, Shn3 inh set2 9, NR2E3 ag-1 12, Peg3 promoter 10, TRPM1 prom inh 12, m5-HT2A agonist 10, HIF-2a block 6, CaV13 FRET inh -8, H9c2 protect -1, NR2E3 ag-2 1 and PDI inh -2.
Screening N#Cc1ccccc1OCCCN1CCC(C(O)(c2ccccc2)c2ccccc2)CC1 returned iPSC survival up 0.4, NR2E3 ag-1 -8, m5-HT2A agonist -5, HIF-2a block -20 and CaV13 FRET inh -8.
`CS(=O)(=O)N1CCN(C(=S)NCc2ccc(F)cc2)CC1` gave iPSC survival up 0.9, Shn3 inh set2 -48, NR2E3 ag-1 -13, Peg3 promoter 12, TRPM1 prom inh -17, m5-HT2A agonist -2, HIF-2a block 7, CaV13 FRET inh -6, H9c2 protect 0, NR2E3 ag-2 1 and PDI inh -8.
Screening O=C(CCCCO)c1ccc(O)c(Cl)c1 returned iPSC survival up -2.4, Shn3 inh set2 -15, NR2E3 ag-1 -1, Peg3 promoter -4, TRPM1 prom inh 9, m5-HT2A agonist -1, HIF-2a block 5, CaV13 FRET inh -3, H9c2 protect 16, NR2E3 ag-2 -2 and PDI inh 4.
For Cc1cc(Cl)c2ccc(Cl)cc2n1 the results were iPSC survival up -0.1, Shn3 inh set2 -4, NR2E3 ag-1 -2, Peg3 promoter 5, TRPM1 prom inh 4, m5-HT2A agonist 3, HIF-2a block 11, CaV13 FRET inh -16, H9c2 protect -2, NR2E3 ag-2 2 and PDI inh 11.
CN(CC(=O)Nc1ccccc1Br)C(=O)Cn1[nH]c(=O)c2ccccc2c1=O was read as iPSC survival up 3.8, Shn3 inh set2 2, NR2E3 ag-1 -3, Peg3 promoter 27, TRPM1 prom inh 7, m5-HT2A agonist 10, HIF-2a block 1, CaV13 FRET inh -15, H9c2 protect 83*, NR2E3 ag-2 4 and PDI inh 9.
Screening NC(=O)c1c(NC(=O)C(=O)N2CCOCC2)sc2c1CCC2 returned iPSC survival up 0.0, Shn3 inh set2 2, NR2E3 ag-1 -21, Peg3 promoter -31, TRPM1 prom inh 1, m5-HT2A agonist 2, HIF-2a block -24, CaV13 FRET inh -4, H9c2 protect 0, NR2E3 ag-2 2 and PDI inh 13.
Screening O=C(NC1=NCCS1)c1ccccc1Cl returned iPSC survival up 1.8, Shn3 inh set2 -7, NR2E3 ag-1 -42, Peg3 promoter -18, TRPM1 prom inh -8, m5-HT2A agonist 1, HIF-2a block -29, CaV13 FRET inh -1, H9c2 protect 9, NR2E3 ag-2 4 and PDI inh 0.

Structures listed so far that have fluorine (2):
For Cc1nn(Cc2c(F)c(F)c(F)c(F)c2F)c(C)c1NC(=O)c1c([N+](=O)[O-])cnn1C the results were iPSC survival up -4.0, Shn3 inh set2 9, NR2E3 ag-1 12, Peg3 promoter 10, TRPM1 prom inh 12, m5-HT2A agonist 10, HIF-2a block 6, CaV13 FRET inh -8, H9c2 protect -1, NR2E3 ag-2 1 and PDI inh -2.
`CS(=O)(=O)N1CCN(C(=S)NCc2ccc(F)cc2)CC1` gave iPSC survival up 0.9, Shn3 inh set2 -48, NR2E3 ag-1 -13, Peg3 promoter 12, TRPM1 prom inh -17, m5-HT2A agonist -2, HIF-2a block 7, CaV13 FRET inh -6, H9c2 protect 0, NR2E3 ag-2 1 and PDI inh -8.

(list continues)
`O=C(c1ccc(COc2ccc(Cl)cc2)o1)N1CCN(Cc2ccc3c(c2)OCO3)CC1` gave iPSC survival up 0.5, Shn3 inh set2 13, NR2E3 ag-1 -34, Peg3 promoter 15, TRPM1 prom inh 1, m5-HT2A agonist 5, HIF-2a block 19, H9c2 protect -16, NR2E3 ag-2 1 and PDI inh 8.
For Oc1cc(-c2cccnc2)cc2cccnc12 the results were iPSC survival up -1.6, Shn3 inh set2 89*, NR2E3 ag-1 -59, Peg3 promoter -1, TRPM1 prom inh 51, m5-HT2A agonist -2, HIF-2a block 2, CaV13 FRET inh -5, H9c2 protect 9, NR2E3 ag-2 3 and PDI inh 8.
`Cc1cc(C)n(-c2cccc3cccnc23)n1` gave iPSC survival up 2.2, Shn3 inh set2 12, NR2E3 ag-1 -6, Peg3 promoter 5, TRPM1 prom inh -4, m5-HT2A agonist -4, HIF-2a block 18, CaV13 FRET inh -7, H9c2 protect 1, NR2E3 ag-2 -3 and PDI inh -4.
Screening O=C(Nc1ccc(Cl)cc1)c1ccc2ncsc2c1 returned iPSC survival up -0.6, Shn3 inh set2 -72, NR2E3 ag-1 -110, Peg3 promoter -252, TRPM1 prom inh -62, m5-HT2A agonist -10, HIF-2a block -206, CaV13 FRET inh -4, H9c2 protect 2, NR2E3 ag-2 0 and PDI inh -1.
For CC(OC(=O)C1CCN(c2ccc(C(F)(F)F)cn2)CC1)C(=O)Nc1cccc([N+](=O)[O-])c1 (configuration not stated) the results were iPSC survival up -3.0, Shn3 inh set2 0, NR2E3 ag-1 -35, Peg3 promoter 14, TRPM1 prom inh -1, m5-HT2A agonist -8, HIF-2a block 14, CaV13 FRET inh -6, H9c2 protect -13, NR2E3 ag-2 4 and PDI inh 7.
CCN(CC)C(=O)C1=C(C)N(CCCN2CCCC2=O)C(=O)C(CC(=O)NC2CCCC2)C1 (configuration not stated) was read as iPSC survival up 1.9, Shn3 inh set2 -8, NR2E3 ag-1 12, Peg3 promoter 7, m5-HT2A agonist 3, HIF-2a block 4, CaV13 FRET inh -8, H9c2 protect -2 and PDI inh -15.
`Cn1nc(C(C)(C)C)c([N+](=O)[O-])c1C(=O)Nc1cccc2ccccc12` gave iPSC survival up 0.2, Shn3 inh set2 7, NR2E3 ag-1 -4, Peg3 promoter 17, TRPM1 prom inh 16, m5-HT2A agonist 3, HIF-2a block 22, CaV13 FRET inh -11, H9c2 protect 2, NR2E3 ag-2 -5 and PDI inh 1.
For COc1ccccc1CNS(=O)(=O)c1ccc(S(=O)(=O)NC2CC2)cc1 the results were iPSC survival up -0.6, Shn3 inh set2 12, NR2E3 ag-1 -49, Peg3 promoter 4, TRPM1 prom inh 11, m5-HT2A agonist 0, HIF-2a block 11, CaV13 FRET inh -4, H9c2 protect -3, NR2E3 ag-2 1 and PDI inh 0.
For O=C1CCC(C(=O)N2CCCC2)CN1CCc1cccc(F)c1 (configuration not stated) the results were iPSC survival up -0.5, Shn3 inh set2 -15, NR2E3 ag-1 3, Peg3 promoter -2, TRPM1 prom inh -3, m5-HT2A agonist 1, HIF-2a block 2, CaV13 FRET inh -4, H9c2 protect 2, NR2E3 ag-2 -3 and PDI inh -7.
COC(=O)c1ccccc1NC(=S)NC(=O)C1CCCCC1 was read as iPSC survival up 5.8, Shn3 inh set2 18, NR2E3 ag-1 12, Peg3 promoter -8, TRPM1 prom inh 14, m5-HT2A agonist 0, HIF-2a block 3, CaV13 FRET inh -5, H9c2 protect -2, NR2E3 ag-2 -2 and PDI inh 1.
Screening COc1ccc(-n2c3c(cc(C(=O)N4CCCCC4)c2=O)C(=O)CC(C)(C)C3)cc1 returned iPSC survival up -1.1, Shn3 inh set2 -24, NR2E3 ag-1 14, Peg3 promoter -4, TRPM1 prom inh -5, m5-HT2A agonist 11, HIF-2a block 4, CaV13 FRET inh -5, H9c2 protect -5, NR2E3 ag-2 3 and PDI inh 12.
`O=C(Oc1ccccc1C(=S)N1CCCCC1)c1cc([N+](=O)[O-])cc([N+](=O)[O-])c1` gave iPSC survival up -5.1, Shn3 inh set2 -1, NR2E3 ag-1 0, Peg3 promoter 6, TRPM1 prom inh 2, m5-HT2A agonist -3, HIF-2a block 5, H9c2 protect 12, NR2E3 ag-2 0 and PDI inh 0.
`Cc1ccc(C(=O)Nc2c3c(nn2C(C)(C)C)CS(=O)(=O)C3)cc1[N+](=O)[O-]` gave iPSC survival up 0.3, Shn3 inh set2 -9, NR2E3 ag-1 18, Peg3 promoter 23, TRPM1 prom inh -9, m5-HT2A agonist -6, HIF-2a block 13, CaV13 FRET inh -7, H9c2 protect 3, NR2E3 ag-2 1 and PDI inh 10.
`CCOC(=O)/C=C/C(=O)OCC(=O)NCc1ccccc1` gave iPSC survival up 0.0, Shn3 inh set2 -3, NR2E3 ag-1 23, Peg3 promoter 8, TRPM1 prom inh 5, m5-HT2A agonist 1, HIF-2a block 3, CaV13 FRET inh -6, H9c2 protect 3, NR2E3 ag-2 2 and PDI inh 0.
`COc1cc(N)ccc1-c1cc2ccccc2oc1=O` gave iPSC survival up -0.2, Shn3 inh set2 -34, NR2E3 ag-1 -15, Peg3 promoter -51, TRPM1 prom inh -8, m5-HT2A agonist -5, HIF-2a block -68, CaV13 FRET inh -4, H9c2 protect -5, NR2E3 ag-2 -1 and PDI inh -14.
`CC(C)NC(=O)N1CCOCCOCCN(C(=O)NC(C)C)CCOCCOCC1` gave iPSC survival up -2.6, Shn3 inh set2 16, NR2E3 ag-1 -14, Peg3 promoter 4, TRPM1 prom inh -4, m5-HT2A agonist -2, HIF-2a block 2, CaV13 FRET inh -5, H9c2 protect 5 and PDI inh 2.
O=C(NCCc1ccco1)C(=O)NCC1OCCCN1S(=O)(=O)c1ccc(Cl)cc1 (configuration not stated) was read as iPSC survival up -0.5, Shn3 inh set2 2, NR2E3 ag-1 32, Peg3 promoter 11, TRPM1 prom inh 8, m5-HT2A agonist 1, HIF-2a block 10, CaV13 FRET inh -6, H9c2 protect 3, NR2E3 ag-2 -1 and PDI inh 0.
For NS(=O)(=O)c1ccc(NC(=O)CSc2nc3ccccc3[nH]2)cc1 the results were iPSC survival up -1.0, Shn3 inh set2 -1, NR2E3 ag-1 -10, Peg3 promoter 11, TRPM1 prom inh -2, m5-HT2A agonist 0, HIF-2a block 5, CaV13 FRET inh -6, H9c2 protect -3, NR2E3 ag-2 2 and PDI inh -5.

Compounds were not picked by outcome, and some 3.9% of all compounds hit somewhere here.
